# Bioassay records (PubChem BioAssay)
# CRFR2-BP antag – blocks CRF-induced signaling of the CRF-BP/CRF-R2 complex. AID 588475. 0.59% of 350,000 active. HEK293 CRF-R2/CRF-BP, CRF-induced calcium fluorescence. inhibition, % at 11.8 µM;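 active means inhibition of the ligand-induced calcium signal above about 50% at the single tested concentration, limit read from the data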
# M4 ag – agonists of human muscarinic M4 receptor (CHRM4) | CHO-K1 hM4/Gqi5, Fluo-8 calcium fluorescence; vehicle 0%, full acetylcholine response 100% | activation, % at 3 µM | 0.14% of 360,000 active | AID 624127;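 active means activation above the run mean over all test wells plus 3 SD, cut at about 32% in these data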;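 further: peak over basal fluorescence ratio per well then scaled between controls; 0% = DMSO wells and 100% = acetylcholine at EC100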
# Target sequence (P08173 whole entry, looked up): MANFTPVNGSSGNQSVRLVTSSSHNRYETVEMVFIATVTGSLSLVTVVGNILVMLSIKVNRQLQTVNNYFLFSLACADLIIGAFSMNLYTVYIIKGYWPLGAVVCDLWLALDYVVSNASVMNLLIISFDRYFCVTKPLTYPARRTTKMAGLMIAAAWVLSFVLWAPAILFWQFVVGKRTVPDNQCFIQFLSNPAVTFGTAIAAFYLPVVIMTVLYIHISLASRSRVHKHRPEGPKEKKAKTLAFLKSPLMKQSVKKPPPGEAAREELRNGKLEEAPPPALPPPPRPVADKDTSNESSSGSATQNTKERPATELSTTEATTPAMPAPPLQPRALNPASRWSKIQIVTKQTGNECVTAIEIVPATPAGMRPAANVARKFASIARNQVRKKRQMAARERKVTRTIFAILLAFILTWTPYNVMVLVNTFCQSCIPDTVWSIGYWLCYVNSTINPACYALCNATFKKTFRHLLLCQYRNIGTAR
# CRFBP-R2 agonist – CRF-BP/CRF-R2 complex agonism. HEK293 CRF-R2/CRF-BP, calcium dye fluorescence (FLIPR); percent of saturating CRF peptide response. 0.46% of 350,000 active. activation, % at 13.2 µM;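 active means activation of at least 50%, plus an integration ratio under a set limit after plate pattern correction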;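 further: plate controls were neutral control wells without compound for no effect and CRF at EC100 for full effect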
# IDE cell inh – cellular human IDE inhibition; P14735; HEK cells, FAbetaB cleavage, fluorescence polarization; inhibition, % at 5.59 µM; 0.41% of 320,000 active; AID 434962;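 active means percent inhibition above the average of all tested compounds plus 3 SD, set per screening campaign, cut at about 16% in these data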;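 further: IDE supplied by intact live HEK cells; FP after avidin binding of uncleaved biotin substrate so inhibition keeps polarization high; 0% = DMSO wells and 100% = 60 µM reference IDE inhibitor Ii1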
# CHRM5 agonist – agonists of human muscarinic M5 receptor (CHRM5); P08912; CHO-K1 hM5 cells, Fluo-8 calcium fluorescence; 0% DMSO wells, 100% maximal acetylcholine response; activation, % at 3 µM; 0.19% of 360,000 active; AID 624037;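 active means activation above the run's mean over test compounds plus 3 SD, cut at about 23% in these data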;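 further: signal is peak over basal fluorescence ratio across the kinetic read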
# Target sequence (P08912 whole entry, looked up): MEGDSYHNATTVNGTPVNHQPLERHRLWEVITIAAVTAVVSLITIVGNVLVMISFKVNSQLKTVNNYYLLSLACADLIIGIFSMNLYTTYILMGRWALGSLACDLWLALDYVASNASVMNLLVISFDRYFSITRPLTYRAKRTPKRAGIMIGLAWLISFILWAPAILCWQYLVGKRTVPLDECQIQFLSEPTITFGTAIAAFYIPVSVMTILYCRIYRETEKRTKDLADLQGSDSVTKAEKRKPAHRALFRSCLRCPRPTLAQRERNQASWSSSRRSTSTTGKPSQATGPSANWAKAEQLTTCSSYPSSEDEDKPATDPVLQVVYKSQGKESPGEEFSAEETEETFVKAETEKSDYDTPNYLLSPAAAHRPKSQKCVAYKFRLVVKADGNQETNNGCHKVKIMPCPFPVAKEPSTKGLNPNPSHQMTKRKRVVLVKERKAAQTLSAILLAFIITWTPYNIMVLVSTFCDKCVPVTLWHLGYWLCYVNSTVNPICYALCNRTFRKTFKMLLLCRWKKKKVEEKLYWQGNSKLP
# CHRM4 antagonist – blocks acetylcholine activation of human M4 receptor; 0.73% of 360,000 active; CHO-hM4 cells, ACh EC80, Fluo-8 calcium fluorescence; P08173; inhibition, % at 3 µM;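 active means inhibition above its plate's cutoff, the mean inhibition of sample wells plus 3 SD, cut at about 27% in these data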;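 further: 0% = acetylcholine EC80 with DMSO and 100% = DMSO without agonist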
# CHRM5 PAM – potentiates acetylcholine response at human M5 receptor. P08912. CHO-K1 hM5, Fluo-8 calcium, ACh EC20 PAM; 0% = ACh EC20, 100% = ACh EC100. activation, % at 3 µM. 0.3% of 360,000 active;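 active means activation above the run cutoff, the mean activation of all test compounds plus 3 SD, cut at about 18% in these data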
#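 system = human M5 receptor in CHO-K1 cells | reagent = EC20 acetylcholine as agonist stimulus | compound dosing = single-point, 3 µM nominal | incubation = Fluo-8 loading 80 min at 37 °C plus 30 min room temperature | detection = Fluo-8 calcium dye fluorescence, kinetic read | benchmarks = low control EC20 acetylcholine (0%), high control EC100 acetylcholine (100%)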
# M5 antag – blocks acetylcholine activation of human M5 receptor; P08912; CHO-hM5 cells, Fluo-8 calcium fluorescence, ACh EC80; inhibition, % at 3 µM; 0.59% of 360,000 active; AID 624040;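 active means inhibition above a per-plate cutoff, the mean of that plate's test compounds plus 3 SD, cut at about 27% in these data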;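 further: 0% = acetylcholine EC80 with DMSO and 100% = DMSO without agonist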
# M4 PAM – potentiates acetylcholine response at human M4 receptor; P08173; CHO-K1 hM4/Gqi5, Fluo-8 calcium fluorescence, ACh EC20; 0% = ACh EC20, 100% = maximal ACh; activation, % at 3 µM; 0.4% of 360,000 active; AID 624126;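 active means activation above its plate's cutoff, the mean activation of sample wells plus 3 SD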; further: some results filed as inactive read as strong as hits
# Active calls of the source: *; . = not tested or not shown.
SMILES,CRFR2-BP antag,M4 ag,CRFBP-R2 agonist,IDE cell inh,CHRM5 agonist,CHRM4 antagonist,CHRM5 PAM,M5 antag,M4 PAM
CC(C)(C)CC(=O)Nc1nnc(SCC(=O)NCc2cccs2)s1,-5,3,-1.4,1,1,7,-1,-1,-1
O=C(NC1CCCC1)C(c1ccccc1F)N(C(=O)Cc1cccs1)c1ccc2c(c1)OCCO2 (stereo not given),-51,12,6.2,1,8,-17,-18,7,-12
CCn1cc(C(=O)N(C)c2ccc(OC)cc2OC)c2cc(OC)c(OC)cc2c1=O,-1,2,-1.2,0,-4,-27,11,0,14*
O=S(=O)(c1ccc(Cl)cc1)N1CCC(N2CCCCCC2)CC1,-20,0,-1.6,-1,-8,11,-6,2,-14
CC(=O)NCC(=O)N1CCCC(C(=O)c2ccc(-c3ccccc3)c(F)c2)C1 (stereo not given),3,0,-1.7,6,-1,2,2,-1,-7
O=C(O)CSCC(=O)NCc1ccc(Cl)cc1Cl,6,0,-1.0,0,-3,-10,-1,-3,1
CCOc1ccc(NC(=O)CSc2nnc(-c3ccco3)n2N)cc1,5,1,-1.2,-1,-1,6,-2,-6,0
CN(CC(=O)NCCc1ccc(F)cc1)Cc1cccc(Cl)c1,5,-1,0.6,5,-6,-1,-1,8,-3
CCCO/N=C1/C(=O)N(c2ccccc2)c2ccccc21,20,-2,-1.7,0,-2,-9,-1,1,11
CCN(CC(=O)Nc1c(F)cccc1F)C(=O)CCN1C(=O)c2cccc([N+](=O)[O-])c2C1=O,9,1,5.8,5,0,-4,0,-2,3
Cc1ccc(NS(=O)(=O)c2c(C)[nH]c(C)c2C(=O)N2CCCCC2)c(Cl)c1,-4,3,-0.1,0,-4,-4,-7,18,-2
CCN(c1ccccc1)S(=O)(=O)c1ccc(Oc2ccc([N+](=O)[O-])cc2)nc1,12,1,1.0,-1,-9,11,-16,10,-13
COc1ccc(OC)c(-n2c(SCC(=O)NCc3ccco3)nnc2-c2c[nH]c3ccccc23)c1,5,0,-2.3,1,-1,40*,-5,-4,-12
CC(=O)SC1CC(=O)C=C2CCC3C4CCC(=O)OC4(C)CCC3C21C (stereo not given),15,-1,-1.1,.,-2,9,0,4,-1
Cc1csc2c(N3CCCCC3)ncnc12,-3,3,-1.4,7,-2,2,-3,-3,3
O=S(=O)(/C=C/c1ccccc1)NC1CCCCCC1,-24,2,-2.8,-3,-1,-9,3,-1,-1
Cc1cn([C@H]2C[C@H](O)[C@@H](CNS(=O)(=O)N3CCCC3)O2)c(=O)[nH]c1=O,22,1,0.0,.,1,-2,-2,2,-3
CCOC(=O)CS(=O)(=O)c1ccccc1,-13,1,0.1,-1,-1,-3,12,-10,2
CCCC(=O)N1CCN(c2ccc(NC(=O)c3cccs3)cc2)CC1,3,3,-0.8,-5,2,2,-2,3,-9
COc1ccc(/C=N/N=C/c2c[nH]c(=O)c(C#N)c2Nc2ccccc2)cc1,-7,2,-2.6,0,-1,19,2,7,5
O=C(NCc1ccc(F)cc1)C(=O)NCC1OCCCN1S(=O)(=O)c1cccs1 (stereo not given),9,2,0.5,-4,-4,-8,8,-1,9
Cc1cc(C)c2c(n1)nn1c(NCCN3CCOCC3)cc(C)nc21,22,0,1.0,3,-1,11,-1,-2,-6
CCOC(=O)c1ccccc1NC(=O)CSc1nncn1C,11,0,-1.8,6,-1,-7,2,7,1
Cc1cccc(OCC(=O)NCCCNC(=O)c2ccccn2)c1,4,1,-0.3,6,-3,3,-7,6,-7

# Full records, quoted from the list:
# O=C(NCc1ccc(F)cc1)C(=O)NCC1OCCCN1S(=O)(=O)c1cccs1 (stereo not given) in the list: CRFR2-BP antag = 9; M4 ag = 2; CRFBP-R2 agonist = 0.5; IDE cell inh = -4; CHRM5 agonist = -4; CHRM4 antagonist = -8; CHRM5 PAM = 8; M5 antag = -1; M4 PAM = 9
# Cc1cc(C)c2c(n1)nn1c(NCCN3CCOCC3)cc(C)nc21 in the list: CRFR2-BP antag = 22; M4 ag = 0; CRFBP-R2 agonist = 1.0; IDE cell inh = 3; CHRM5 agonist = -1; CHRM4 antagonist = 11; CHRM5 PAM = -1; M5 antag = -2; M4 PAM = -6
# CC(=O)SC1CC(=O)C=C2CCC3C4CCC(=O)OC4(C)CCC3C21C (stereo not given) in the list: CRFR2-BP antag = 15; M4 ag = -1; CRFBP-R2 agonist = -1.1; IDE cell inh = .; CHRM5 agonist = -2; CHRM4 antagonist = 9; CHRM5 PAM = 0; M5 antag = 4; M4 PAM = -1

# Continued.
SMILES,CRFR2-BP antag,M4 ag,CRFBP-R2 agonist,IDE cell inh,CHRM5 agonist,CHRM4 antagonist,CHRM5 PAM,M5 antag,M4 PAM
CCOC(=O)c1cnn(-c2ccccc2)c1NC(=O)CN1CCCCC1,-10,0,-3.7,1,-3,-8,-2,7,4
O=C(/C=C/c1ccc(S(=O)(=O)N2CCOCC2)cc1)NC(=S)Nc1ccc(N2CCOCC2)cc1,-10,0,1.1,3,0,6,1,-1,8
CCCCCCSc1cc(-c2nc3cnccn3c2NCc2ccccc2)ccc1OC,-8,8,5.4,8,0,0,-5,8,9
CC1CCC(n2c(=S)[nH]c3ccccc3c2=O)CC1 (stereo not given),24,0,4.3,3,2,6,-1,4,11
CCC1(C(=O)OC)NC(c2ccco2)C2C(=O)N(c3ccc(C)cc3)C(=O)C21 (stereo not given),8,1,-1.0,2,1,11,4,-3,0
CCn1c(=O)n(CC)c2cc(N3CCCC3)c(NC(=O)c3ccccc3Br)cc21,3,1,-0.7,0,-2,12,7,-6,0
COC(=O)c1ccc(C2C(Oc3ccccc3)C(=O)N2CCc2ccc(OC)c(OC)c2)cc1 (stereo not given),15,0,-3.5,0,2,-2,5,3,1
O=C(CCN1C(=O)COc2ccccc21)NCc1cccs1,12,1,-1.1,-1,0,6,-1,1,4
CC(NS(=O)(=O)OCC(Cl)(Cl)Cl)c1ccc(C(C)(C)C)cc1 (stereo not given),-8,4,1.8,7,-11,45*,-25,15,-13
CCOC(=O)C1(C)Oc2cccnc2NC1=O (stereo not given),14,1,3.5,-6,-5,-8,-2,1,1
COc1ccc(-c2nc(CS(=O)CC(=O)NCc3cccnc3)c(C)o2)cc1OC (stereo not given),-3,1,3.7,1,1,-6,-1,-1,4
Cc1cc2cc(CN(Cc3ccc4c(c3)OCO4)C(=O)c3ccco3)c(=O)[nH]c2cc1C,-3,5,2.3,-1,2,5,-7,4,-6

# Look-ups from the entries so far.
# COc1ccc(-c2nc(CS(=O)CC(=O)NCc3cccnc3)c(C)o2)cc1OC (stereo not given) – M5 antag = -1
# CCn1c(=O)n(CC)c2cc(N3CCCC3)c(NC(=O)c3ccccc3Br)cc21 – M5 antag = -6

# (next part)
SMILES,CRFR2-BP antag,M4 ag,CRFBP-R2 agonist,IDE cell inh,CHRM5 agonist,CHRM4 antagonist,CHRM5 PAM,M5 antag,M4 PAM
CCN(CC)S(=O)(=O)c1ccc(N2CCOCC2)c(NS(=O)(=O)c2cccs2)c1,5,0,-0.5,-1,0,5,5,8,5
Cc1cc(NC(=O)CCC(=O)N(c2ccccc2)C(C(=O)NC2CCCCC2)c2cccs2)no1 (stereo not given),5,1,2.5,1,-5,3,7,-4,-2
CCOC(=O)N1CCN(C(=O)CCS(=O)(=O)c2ccc(Br)s2)CC1,-25,0,9.8,1,3,-5,10,-9,2
CCCOc1ccc(NC(=O)c2c(-c3ccccc3)noc2C)cc1,4,1,-0.2,5,-1,-3,3,3,4
CC12COC3(C(=O)Nc4ccc(Cl)cc4)CC1CCC32C (stereo not given),-6,-2,-1.4,0,0,-2,-4,0,-2
Cn1c(-c2ccc(-c3ccccc3)cc2)c[nH]c1=S,108*,0,0.1,4,-7,11,-17,5,-5
CCCOc1ccc(N/C=C/C(=O)C(C)(C)C)cc1,-15,0,2.7,1,-3,-2,-5,13,-1
Cn1cnc2c(N3CCCCC3)nccc21,-18,0,-0.5,-5,-6,-1,5,-2,2
CN(c1ccccc1C(=O)Nc1ccccc1-c1ccccc1)S(C)(=O)=O,-2,1,-0.7,.,2,1,0,1,0
COc1ccc(Cl)cc1NC(=O)CN(C)C(=O)CCC(=O)c1cc(C)sc1C,2,7,1.3,1,-1,-1,-2,5,13
O=c1c2ccccc2nc2c3ccccc3c(NCc3ccco3)nn12,23,1,-1.2,0,1,3,-3,0,-3
Cc1ccc(C(=O)Nc2cccc(-c3cnc4ccccc4n3)c2)cc1,-1,0,0.3,1,-2,8,4,-7,-1

# 4 records picked at random from the list so far:
SMILES,CRFR2-BP antag,M4 ag,CRFBP-R2 agonist,IDE cell inh,CHRM5 agonist,CHRM4 antagonist,CHRM5 PAM,M5 antag,M4 PAM
CCCO/N=C1/C(=O)N(c2ccccc2)c2ccccc21,20,-2,-1.7,0,-2,-9,-1,1,11
COc1ccc(OC)c(-n2c(SCC(=O)NCc3ccco3)nnc2-c2c[nH]c3ccccc23)c1,5,0,-2.3,1,-1,40*,-5,-4,-12
Cc1csc2c(N3CCCCC3)ncnc12,-3,3,-1.4,7,-2,2,-3,-3,3
O=C(NCc1ccc(F)cc1)C(=O)NCC1OCCCN1S(=O)(=O)c1cccs1 (stereo not given),9,2,0.5,-4,-4,-8,8,-1,9

# The list continues.
SMILES,CRFR2-BP antag,M4 ag,CRFBP-R2 agonist,IDE cell inh,CHRM5 agonist,CHRM4 antagonist,CHRM5 PAM,M5 antag,M4 PAM
CCOC(=O)c1c(CN2CCCCC2)n(C)c2cc(Br)c(O)cc12,-3,1,-1.5,0,2,-5,-1,4,6
CCN1/C(=C/C=C/c2sc3ccccc3[n+]2CC)Sc2ccccc21,2,11,-0.3,8,3,16,-12,18,-9
C=C(C)Cn1cnc2c(oc3nc4c(cc32)CCCC4)c1=O,-22,1,0.3,8,1,-1,4,4,-1
NC(=O)C1CCN(C(=O)c2ccc(Cl)c(S(=O)(=O)N3CCc4ccccc43)c2)CC1,-4,1,-0.1,.,1,-11,-1,3,1
COc1ccc(S(=O)(=O)N(CC(=O)N2CCCCCC2)c2ccccc2OC)cc1,1,0,1.3,-4,-3,-5,4,6,-4
COc1ccc(OC)c(-c2csc(NC(=O)Cc3cc(OC)c(OC)c(OC)c3)n2)c1,15,10,-1.8,4,-1,8,-8,18,-5
COc1ccc2oc(C(=O)CCC(=O)O)c(N)c2c1,-42,0,1.0,2,-2,-28,-4,0,2
COc1ccc(OC)c(NC(=O)CCCSc2ccccc2)c1,3,-1,-0.7,-1,-6,-21,-1,-7,3
CCOC(=O)N1CCN(C(c2ccnc3ccccc23)c2nnnn2-c2ccc3c(c2)OCCO3)CC1 (stereo not given),.,-1,.,.,0,12,-4,2,0
C/C(=N\N1CCCCC1)c1ccccc1O,-3,0,-0.2,6,10,-2,6,0,2
CCn1c(SC(C)C)nnc1C1CCN(S(=O)(=O)c2ccc(OC)cc2)CC1,3,3,-0.2,7,-10,5,-2,-1,-3
